# Screening results as filed in PubChem.
# MCF10A rereplic: inducers of DNA re-replication in MCF 10A breast cells | Potency, µM (series often up to 46.1 µM), for inactives: at the highest dose activity, positive = re-replication, actives largely listed as activators | 2.9% of 350,000 active | MCF 10A DNA re-replication, Hoechst nuclear intensity, 48 h; also: potency is read from the fitted curve at half-maximal effect; % of control where 0% means no effect; nearly all actives have a fitted effect of over 50% in size
# S2 tox: reduces viability in counter-screen for ATXN expression inhibitors | AID 651635 | S2 cells (HEK-293 line with an ATXN2-luciferase reporter) viability, CellTiter-Fluor protease fluorescence, 24 h | Potency, µM (series often up to 56.7 µM), most hits filed as cytotoxic | 0.49% of 400,000 active; also: potency is read from the fitted curve at half-maximal effect; nearly all actives have a fitted effect of over 40% in size
# Nrf2 block: inhibitors of Nrf2 signaling; A549 ARE-Fluc reporter, luciferase luminescence, 18-24 h; Potency, µM (top dose mostly 46 µM), inactives show at the top dose activity change, negative = inhibition, usual class: inhibitors; 2.1% of 360,000 active; also: potency is read from the fitted curve at half-maximal effect; % is scaled to controls: 0 for no effect and ±100 for the full control effect; nearly all actives have a fitted effect of over 60% in size
#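 In this cell-based qHTS, ARE-driven firefly luciferase in A549 cells reports Nrf2 activity; the luminescent signal after BugLite lysis is the measured value, with a prior CellTiter-Fluor read for cell health.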
# A549 viability: kills or reduces viability of A549 cells in Nrf2 counter-screen; A549 ARE-Fluc cells, CellTiter-Fluor viability, 18-24 h; Potency, µM (titrated, usually from 46 µM), for inactives: at the top dose activity change, negative = cytotoxicity, hits mostly inhibitors; 0.16% of 390,000 active; AID 504648; also: potency is read from the fitted curve at half-maximal effect; % is scaled to controls: 0 for no effect and ±100 for the full control effect
#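 Cytotoxicity counterscreen: CellTiter-Fluor fluorescence was measured in A549 ARE_Fluc cells after 18-24 h of compound exposure in a concentration series. The subsequent BugLite luminescent read reports ARE-luciferase activity.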
# Nrf2 activator: activates Nrf2 signaling. AREc32 ARE-luciferase reporter (MCF7-derived line), luminescence, 24 h. Potency, µM (doses to about 46.1 µM), inactives show at the highest dose activation, usual class: activators. 0.31% of 410,000 active. AID 624171; also: potency is read from the fitted curve at half-maximal effect; % of control where 0% means no effect; nearly all actives have a fitted effect of over 65% in size
#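 AREc32 cells carrying an ARE-driven firefly luciferase reporter were seeded at 1000 cells/well in OPTI-MEM with 5% FBS, then exposed to compound for 24 hr at 37 deg C. Luminescence was read with Steady-Glo after 30 min at RT.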
# TGFb inhibitor: blocks TGF-b signaling; HepG2 CAGA-GFP TGF-b/SMAD3 reporter, GFP fluorescence, 18 h; TGF-beta stimulated, 500 pg/mL final; AID 588855; Potency, µM (series often up to 46.1 µM), inactives show at the highest dose activity, negative = inhibition, most hits filed as inhibitors; 1.2% of 410,000 active; also: potency is read from the fitted curve at half-maximal effect; % is scaled to controls: 0 for no effect and ±100 for the full control effect; nearly all actives have a fitted effect of over 65% in size
#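 Inhibition was scored as loss of TGF-beta-induced (500 pg/mL final, 18 hours, 37 degrees C) GFP in HEPG2 cells carrying a CAGA-GFP reporter, in DMEM with 1% FBS. Well GFP was summed per cell; Activity was normalised to unstimulated and stimulated DMSO wells, then concentration-response fitting.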
# ATXN2 expr inh: inhibitors of ATXN2 expression; Potency, µM (highest dose often 57 µM), for inactives: at the top dose activity change, negative = inhibition, usual class: inhibitors; HEK-293 ATXN2-luciferase reporter, luminescence, 24 h; 0.72% of 360,000 active; also: potency is read from the fitted curve at half-maximal effect; % is scaled to controls: 0 for no effect and ±100 for the full control effect; nearly all actives have a fitted effect of over 55% in size
#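 qHTS (up to 57 uM final) was run with 24 h compound exposure of reporter cells at 37 °C. Each well was multiplexed: SteadyGlo luminescence measured ATXN2-luciferase expression after a fluorogenic Gly-Phe-AFC viability readout (25 uM final).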
# HepG2 tox: kills HepG2 cells in TGF-b inhibitor counter-screen. 0.76% of 410,000 active. HepG2 CAGA-GFP viability, ATP luminescence, 18 h. AID 588856. Potency, µM (highest dose often 46.1 µM), for inactives: at the top dose activity change, negative = cytotoxicity, most hits filed as cytotoxic; also: potency is read from the fitted curve at half-maximal effect; some results filed as inactive show a strong effect at the top dose
#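 HepG2 CAGA-GFP cells (1000/well, DMEM with 1% FBS) received compound, then TGF-beta at 500 pg/mL final, and were incubated 18 hours at 37 degrees C. Viability was read by CellTiter-Glo luminescence. Media-only wells were set as complete cell-killing and DMSO as no toxicity.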
# IL-1B inflam inh: inhibitors of inflammasome signaling (IL-1 beta secretion). activity change, % at 57.5 µM. 4.7% of 360,000 active. THP-1 LPS/ATP IL-1B secretion, AlphaLISA, 16 h; stronger effect = lower value; in the data active = activity change below about -50%; inconclusive = mostly about -30% to -49%; also: % is scaled to controls: 0 for no effect and ±100 for the full control effect
#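 THP-1 cells pretreated 1 hr with compounds (up to 57.5 uM final), then stimulated with LPS (250 ng/mL final) plus ATP (1.25 mM final); secreted IL-1B measured by AlphaLISA after 16 hr, decreased signal indicating inhibition.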
# * marks the source's active call; other numbers are inactive results; i = inactive; ? = inconclusive; nt = no result given; [ ] = remark or other dose. Unless noted, calls follow the shape of the dose curve; as a rule, active = well fitted curve in the direction sought with a large enough effect; inconclusive = small, poorly fitted or top-dose-only effect, or another doubt; inactive = no such curve, though single readings can be large; an effect the other way counts as inactive or inconclusive.
SMILES,MCF10A rereplic,S2 tox,Nrf2 block,A549 viability,Nrf2 activator,TGFb inhibitor,ATXN2 expr inh,HepG2 tox,IL-1B inflam inh
Cc1ccc(N(C)S(=O)(=O)c2ccc3c(c2)C(C)(C)C(=O)N3C)cc1C,nt,i,21%,-1%,2.8%,-6%,-5%,-15%,nt
O=C(Nc1c(C(=O)N2CCOCC2)oc2ccccc12)c1ccccc1Cl,9%,i,?,0%,-0.6%,-7%,-13%,-32%,?
Cc1ccc(-c2n[nH]c(=S)c3ccccc23)cc1S(=O)(=O)NCC1CCCO1 (stereo not given),23%,i,?,-7%,3.1%,-10%,-29%,-17%,?
O=C1CCc2ccccc2O1,0%,i,5%,1%,-2.4%,31%,0%,34%,-7
CCOC(=O)C1CCCN(C(=O)Cn2ncc3c4ccccc4n(Cc4ccc(F)cc4)c3c2=O)C1 (stereo not given),nt,i,?,2%,3.9%,?,-5%,-31%,nt
COC(=O)CN1C(CN2CCOCC2)=Nc2ccc(Br)cc2C1c1ccccc1 (stereo not given),?,i,-7%,-8%,-0.6%,?,-32%,-15%,14
Cn1c(Cn2c(=O)sc3ccccc32)nnc1SCC(=O)Nc1ccc(Cl)cc1,-2%,i,-4%,2%,5.3%,-15%,-10%,-27%,52
COc1ccc(-n2c(SCC(=O)N3CCCCC3C)nnc2-c2cccnc2)cc1 (stereo not given),1%,i,16%,-3%,-0.7%,1%,1%,-1%,-2
CC(Oc1cccc(Cl)c1)C(=O)Nc1cc(S(=O)(=O)N2CCOCC2)ccc1N1CCCC1 (stereo not given),4%,i,11%,12%,2.1%,14%,7%,-8%,4
CC1(Cc2ccccc2Cl)C(=O)Nc2cc(-c3ccccc3Cl)ccc21 (stereo not given),nt,nt,nt,nt,0.0%,?,-22%,18µM*,-2
S=C1Cc2ccccc2N1,?,5.6µM*,12µM*,16µM*,-1.4%,5.6µM*,6.3µM*,8.9µM*,-101*
Clc1ccc(C2CC(c3cccs3)n3ncnc3N2)c(Cl)c1 (stereo not given),5%,i,0%,6%,1.0%,-4%,-8%,-6%,38
Cc1ccc(C)c(Nc2nn3c(=O)c4cc5c(cc4nc3s2)OCO5)c1,nt,i,14%[9.27 µM],-13%,5.2%,-5%,7%,-33%,nt
Cc1oc2cc(O)cc(C)c2c(=O)c1-c1cnn(-c2ccccc2)c1,?,i,?,-27%,3.3%,7%,-6%,-29%,-5
C=CCN1CCN(c2ccncc2S(=O)(=O)N2CCCCC2)CC1,1%,i,-7%,11%,0.2%,10%,-22%,-2%,-1
Cn1c(SCC(=O)N2CCOCC2)ncc(C(=O)Nc2ccccc2)c1=O,nt,nt,nt,-6%,3.9%,-3%,nt,2%,nt
CCc1cc2c(=O)c(-c3ccc4c(c3)OCO4)coc2c(CN(C)C)c1O,7%,i,-1%,-9%,1.1%,-19%,nt,2%,-2
CCNc1nc(NCC)n2c(SCC(=O)Nc3cc(Cl)ccc3OC)nnc2n1,-1%,?,-7%,-8%,-0.4%,4%,-6%,-4%,-2
COc1cccc(-c2cnc3c(NC=O)cc(-c4ccccc4)cn23)c1,nt,i,nt,nt,13%,8.9µM*,0%,-30%,89
CS(=O)(=O)c1cccc(-c2nnc(NC(=O)c3ccc4c(c3)OCCO4)o2)c1,nt,nt,nt,1%,-0.7%,-1%,nt,-15%,nt

# Complete entries as entered above:
# `Cc1ccc(C)c(Nc2nn3c(=O)c4cc5c(cc4nc3s2)OCO5)c1` in the list: MCF10A rereplic: nt; S2 tox: i; Nrf2 block: 14%[9.27 µM]; A549 viability: -13%; Nrf2 activator: 5.2%; TGFb inhibitor: -5%; ATXN2 expr inh: 7%; HepG2 tox: -33%; IL-1B inflam inh: nt
# `CC1(Cc2ccccc2Cl)C(=O)Nc2cc(-c3ccccc3Cl)ccc21` (stereo not given) in the list: MCF10A rereplic: nt; S2 tox: nt; Nrf2 block: nt; A549 viability: nt; Nrf2 activator: 0.0%; TGFb inhibitor: ?; ATXN2 expr inh: -22%; HepG2 tox: 18µM*; IL-1B inflam inh: -2
# `COc1ccc(-n2c(SCC(=O)N3CCCCC3C)nnc2-c2cccnc2)cc1` (stereo not given) in the list: MCF10A rereplic: 1%; S2 tox: i; Nrf2 block: 16%; A549 viability: -3%; Nrf2 activator: -0.7%; TGFb inhibitor: 1%; ATXN2 expr inh: 1%; HepG2 tox: -1%; IL-1B inflam inh: -2

# (listing goes on)
SMILES,MCF10A rereplic,S2 tox,Nrf2 block,A549 viability,Nrf2 activator,TGFb inhibitor,ATXN2 expr inh,HepG2 tox,IL-1B inflam inh
CCCCN(C(=O)C1CCCC1)c1c(N)n(Cc2ccccc2)c(=O)[nH]c1=O,-23%,i,-2%,-2%,-0.8%,-5%,0%,0%,-6
Cc1nn(C)c(C(=O)NNC(=S)NC2CCCCC2)c1Cl,-4%,i,-3%,-3%,-0.3%,0%,5%,4%,16
O=C(O)COc1ccc(S(=O)(=O)c2ccc(OCC(=O)O)cc2)cc1,-1%,nt,2%,-1%,-0.4%,-8%,nt,1%,11
CCc1ccc(N2CC(C(=O)OCC(=O)Nc3ccc([N+](=O)[O-])cc3)CC2=O)cc1 (stereo not given),6%,i,?,0%,0.0%,-5%,2%,-6%,10
CN1CCN(C2CN(Cc3cn(Cc4ccc(Cl)cc4)nn3)S(=O)(=O)C2)CC1 (stereo not given),nt,i,nt,nt,-0.9%,nt,-6%,nt,61
O=C1CN(C(=O)COc2ccccc2)C(c2ccc(F)cc2)c2cc(Br)ccc2N1 (stereo not given),nt,?,-26%[9.27 µM],?,5.2%,0%,-26%,-20%,nt
Fc1ccc([C@@H]2Nc3ccccc3[C@@H]3C=CC[C@@H]32)cc1,nt,i,6%,-1%,16%,-16%,6%,-16%,nt
Cc1c(OCC(=O)N2CCC(C(=O)NCCCC(=O)O)CC2)ccc2c1oc(=O)c1ccccc12,8%,i,?,-2%,-0.3%,11%,nt,-3%,-2
O=C(COc1ccc(N2CC(C(=O)O)CC2=O)cc1)Nc1cccc(C(F)(F)F)c1 (stereo not given),-2%,i,5%,nt,-0.2%,1%,8%,7%,6
Cc1cc(NC(=O)CSc2nnc(CNC(=O)c3ccc(F)cc3)o2)no1,-3%,i,1%,-1%,3.1%,-4%,4%,-1%,i
CCOc1ccc(S(=O)(=O)NCc2ccc(C)cc2)c2cccnc12,-2%,i,7%,0%,0.0%,7%,17%,-1%,9
CC(=O)NC1C(Oc2ccc(C)cc2)OC2COC(c3ccco3)OC2C1O (stereo not given),-4%,i,-4%,10%,-0.3%,-2%,-22%,7%,13
CC1(C)CC(=O)c2cnc3c(C#N)cnn3c2C1,9%,i,-10%,-2%,-0.3%,-21%,-14%,-4%,-7
COc1c(F)c(F)c(C(=O)O)c(Nc2cccc(C)c2)c1F,3%,i,-16%,3%,-1.4%,-13%,-1%,-8%,25
CCC(=O)NC(c1ccc(Cl)cc1Cl)c1ccc2cccnc2c1O (stereo not given),?,i,?,-18%,9.8%,?,5.6µM*,-21%,-85*
C=CCNC(=O)c1onc(CSc2ccccn2)c1C(=O)NCC=C,-2%,i,4%,7%,0.4%,-11%,-1%,-30%,24
Cc1cc2c(cc1NS(=O)(=O)c1ccc(Br)cc1)n(C)c(=O)c(=O)n2C,nt,i,?,3%,5.1%,9%,2%,-9%,nt
COc1ccc(-c2c3c(=O)n(C)c(=O)n(C)c3c3n2-c2ccccc2NC3c2ccc(O)cc2O)cc1 (stereo not given),nt,?,12%,13%,-3.2%,?,?,-114%,nt
COc1ccc(CCN2C(=O)CC(N3CCN(C/C=C/c4ccccc4)CC3)C2=O)cc1OC (stereo not given),?,i,?,-6%,3.2%,-12%,-22%,-71%,20
CC1CCC(NC(=O)CCNC(=O)c2ccc(Br)cc2)CC1 (stereo not given),5%,i,?,7%,3.0%,?,25%,-45%,-5

# An excerpt from above in order of number of heavy atoms, ascending:
SMILES,MCF10A rereplic,S2 tox,Nrf2 block,A549 viability,Nrf2 activator,TGFb inhibitor,ATXN2 expr inh,HepG2 tox,IL-1B inflam inh
CC1(C)CC(=O)c2cnc3c(C#N)cnn3c2C1,9%,i,-10%,-2%,-0.3%,-21%,-14%,-4%,-7
Cc1cc(NC(=O)CSc2nnc(CNC(=O)c3ccc(F)cc3)o2)no1,-3%,i,1%,-1%,3.1%,-4%,4%,-1%,i
O=C1CN(C(=O)COc2ccccc2)C(c2ccc(F)cc2)c2cc(Br)ccc2N1 (stereo not given),nt,?,-26%[9.27 µM],?,5.2%,0%,-26%,-20%,nt

# Next entries:
SMILES,MCF10A rereplic,S2 tox,Nrf2 block,A549 viability,Nrf2 activator,TGFb inhibitor,ATXN2 expr inh,HepG2 tox,IL-1B inflam inh
CCc1sc(C(C2C(=O)CC(C)(C)CC2=O)C2C(=O)CC(C)(C)CC2=O)cc1[N+](=O)[O-],?,i,1%,-9%,6.5%,?,nt,-6%,-248*
O=C(OCC(=O)N1CCOCC1)c1ccc(Cl)c(S(=O)(=O)N2CCc3ccccc32)c1,8%,i,-4%,0%,0.7%,0%,-3%,-4%,11
COc1ccc(Nc2nc(C)nc3c2oc2ccccc23)c(OC)c1,15µM*,i,-26%,9%,6.9%,-18%,-21%,-23%,51
COC(=O)c1ccc(N=Cc2c(-c3ccccc3)[nH][nH]c2=O)cc1,-3%,i,-12%,-6%,3.4%,2%,-12%,0%,55
